SIAH1 antagonists = blockers of Siah-1 interaction with plectin peptide – biochemical, fluorescence polarization, rhodamine-plectin, uHTS, primary screen (AID 1817). Siah-1 / rhodamine-plectin peptide fluorescence polarization; higher % means a stronger effect. displacement, % at 20 µM, or IC50 in µM where a hit was titrated. 0.02% of 290,000 active;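 active means displacement of at least 50% at 20 µM, with a fluorescence ratio check between 0.3 and a set limit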;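 further: plate controls were Siah plus tracer with DMSO for no effect and tracer alone without Siah for full effect; strong numbers were not always called active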
RSV antiviral HEp-2 = inhibition of RSV-induced cytopathic effect – HEp-2 cells, primary 10 µM value included (AID 2391). HEp-2 cells, RSV-induced CPE inhibition; higher % means a stronger effect. CPE inhibition, % at 10 µM, or IC50 in µM where a hit was titrated. 0.13% of 310,000 active; in the data active means a potency from the dose series; inconclusive means CPE inhibition mostly from about 23% at the one dose, without a potency; inactive means the rest, 99 in 100 with CPE inhibition below about 21%; further: strong numbers were not always called active
LYP inhibition = PTPN22 lymphoid phosphatase activity blockers – biochemical, fluorescence intensity, uHTS (AID 1779) | inhibition, % at 11.5 µM; hits with a dose series show IC50 in µM | recombinant LYP phosphatase, fluorescence intensity; higher % means a stronger effect | 0.054% of 290,000 active; in the data active means inhibition above about 50%;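 further: plate controls were vehicle with enzyme for no effect and no enzyme for full effect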
HIV fusion peptide = cell-free HIV fusion peptide-binding blockers – biochemical, uHTS, fluorescence dequenching, primary screen (AID 1986). cell-free peptide binding, fluorescence dequenching, 30 min; higher % means a stronger effect. one-dose inhibition, % at 20 µM; IC50 in µM for titrated hits. 0.3% of 290,000 active; in the data active means inhibition mostly above about 52%, no sharp cut-off; inactive means mostly below about 76%; further: some results filed as inactive read as strong as hits
Rac1 GTP hydrolysis = MgcRacGAP GTPase-activating activity inhibitors, confirmation, biochemical, ADP Hunter fluorescence; 0.6% of 340,000 active; MgcRacGAP-stimulated Rac1 GTP hydrolysis, ADP Hunter fluorescence; higher % means a stronger effect; GST-tagged Rac1 F28L mutant substrate; inhibition, % at 30 µM, or IC50 in µM where a hit was titrated; AID 624330;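 active means first-screen hits whose inhibition reached a set limit at any dose in the follow-up dose series; inconclusive means inhibition above the set first-screen limit but never retested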;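 further: fluorescence reports GDP produced by GAP-driven GTP hydrolysis; strong numbers were not always called active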
AID2073 = inhibitors of Mint1-CaV2.2 protein interaction, biochemical, HTRF (AID 2073); HTRF protein-protein interaction, Mint1-CaV2.2; higher % means a stronger effect; inhibition, % at 20 µM, or IC50 in µM where a hit was titrated; 0.19% of 290,000 active; in the data active means inhibition mostly above about 51%, no sharp cut-off; inconclusive means no clear call, values can overlap the other calls; inactive means mostly below about 53%; further: some results filed as inactive read as strong as hits
Large T inhibition = TAg ATPase/helicase activity blockers – biochemical (AID 1903); SV40 large T antigen ATPase/helicase inhibition assay; higher % means a stronger effect; one-dose inhibition, % at 20 µM; IC50 in µM for titrated hits; 0.39% of 310,000 active; in the data active means a potency from the dose series; inconclusive means inhibition mostly from about 32% at the one dose, without a potency; inactive means the rest, 99 in 100 with inhibition below about 32%; further: strong numbers were not always called active
XIAP antagonists = small molecules displacing peptide from XIAP – biochemical, IAP family, fluorescence polarization (AID 1018); XIAP BIR domain, fluorescence polarization peptide displacement; higher % means a stronger effect; displacement, % at 20 µM, or IC50 in µM where a hit was titrated; 0.007% of 200,000 active; in the data active means displacement above about 50%; further: a part of the inactive calls stands beside numbers as strong as those of hits
NS5 inhibitors = Dengue-2 NS5 methyltransferase inhibitors, primary screen, biochemical, confirmation dose response (AID 588689). Dengue-2 NS5 methyltransferase capping enzyme assay, biochemical; higher % means a stronger effect. 0.3% of 340,000 active. inhibition, % at 25 µM, or IC50 in µM where a hit was titrated; in the data active means a potency from the dose series; inconclusive means inhibition above about 29% without an active follow-up result
NS5 inhibitors pilot replicate = second read-out of NS5 inhibitors, no call of its own (marks repeat the call); inhibition, %; measured here: pilot screen replicate inhibition
* = called active by the depositor; ? = inconclusive; . = not tested or not shown.

SMILES | SIAH1 antagonists | RSV antiviral HEp-2 | LYP inhibition | HIV fusion peptide | Rac1 GTP hydrolysis | AID2073 | Large T inhibition | XIAP antagonists | NS5 inhibitors | others
Cc1nc(C)n(C(C)CNC(=O)c2cccc(Br)c2)n1 (stereo not drawn) | 2% | 1.4% | -9% | 2.1% | 4% | 10% | 10% | . | 0% | NS5 inhibitors pilot replicate=2.4
CCOc1ccc(C(=O)OCC(=O)NC(C)C)cc1 | 3% | 0.2% | -5% | -1.4% | 1% | 9% | 3% | -4.6% | 0%
Cc1ccc(NC(=O)CN2CCN(CCN=CC3=C(O)CC(C)(C)CC3=O)CC2)cc1 | 3% | 0.9% | -2% | 4.6% | 5% | 16% | 5% | -0.7% | -10%
CSc1ccc(CN(C)C(=O)CN2C(=O)NC3(CCCC3)C2=O)cc1 | . | -0.3% | . | . | 4% | . | 9% | . | -9%
CC1(OC(=O)CCc2ccccc2)C(=O)C=C2C=C(c3ccc(C#N)cc3)N(C3CCCCC3)C=C2C1=O (stereo not drawn) | 5% | 0.4% | -5% | 3.8% | 10% | 6% | 13% | . | 23%
COc1ccc(C(=O)OCC(=O)NCCCc2ccccc2)cc1[N+](=O)[O-] | -1% | -0.1% | -1% | -0.9% | 3% | -2% | 8% | -1.4% | 7%
O=C(OCCN1C(=O)c2ccccc2C1=O)c1cccc(OC(F)F)c1 | -1% | 1.1% | -4% | 1.8% | 6% | -7% | 16% | -3.3% | 3%
CCCCNC(=O)c1nn2c(C(F)(F)F)cc(-c3ccccc3)nc2c1Br | -1% | 4.3% | -2% | 1.8% | 6% | 12% | 8% | . | -1% | NS5 inhibitors pilot replicate=4.2
COc1cc(OC)cc(C(=O)N[C@H](C(=O)OCC(=O)Nc2sccc2C#N)C(C)C)c1 | 12% | 0.8% | -5% | 19% | 2% | 13% | 4% | -1.3% | -23%
O=C(CCCO)CCCCCCCCC[C@H]1N[C@H](CO)[C@@H](O)[C@@H]1O | -2% | 2.1% | -9% | 2.9% | 9% | 12% | 23% | -2.6% | -10%
Cc1cc(NC(=O)c2cnn3c(C(F)(F)F)cc(-c4ccccc4)nc23)no1 | -1% | 0.5% | 2% | -3.3% | 8% | -1% | 0% | -5.0% | -4%
Cc1nc(NNC(=O)c2ccc([N+](=O)[O-])cc2)cc(-c2ccccc2)n1 | -2% | 5.2% | -4% | -4.4% | 12% | -4% | 4% | -9.6% | -4%
CCN(CC(=O)Nc1ccccc1C(F)(F)F)C(=O)CCc1nc2ccccc2c(=O)[nH]1 | 3% | 2.0% | -4% | 1.2% | 3% | 3% | 21% | . | -1%
CCCC(=O)OCC(=O)Nc1ccc(N=Nc2ccccc2)cc1 | 4% | -0.8% | 3% | -1.4% | 11% | -6% | 15% | -5.4% | -2%
Clc1nssc1=Nc1ccccc1 | -6% | . | -2% | 0.2% | 14% | 8.4µM* | 8% | -3.0% | 0%
COc1ccc(-n2c(SCC(=O)N/N=C/c3ccccc3OCC(=O)O)nc3ccccc3c2=O)cc1 | -8% | 2.0% | -2% | 4.3% | 4% | 5% | 2% | . | 3%
CCN(Cc1ccncc1)Cc1ccc(Br)cc1 | 5% | 0.3% | -8% | 1.8% | 28% | 0% | 5% | . | .
COC(=O)c1ccc(Cn2c(C)cc(C)[n+]2C)o1 | 0% | 1.7% | -6% | -3.8% | 2% | -6% | 12% | -1.7% | 14%
CCOc1ccc(N(CC(=O)NN=C2CCN(C)CC2)S(=O)(=O)c2ccc(Br)cc2)cc1 | 2% | -0.1% | -5% | -0.4% | 1% | 4% | -8% | . | -5%
COc1ccc(NC(=O)CN(C)C(=O)c2ccc(N3CCCC3)c([N+](=O)[O-])c2)cc1 | . | -0.1% | . | . | 15% | . | 12% | . | 4%

Sorted by number of heavy atoms (rising): 3 of the compounds above.
SMILES | SIAH1 antagonists | RSV antiviral HEp-2 | LYP inhibition | HIV fusion peptide | Rac1 GTP hydrolysis | AID2073 | Large T inhibition | XIAP antagonists | NS5 inhibitors | others
CCN(Cc1ccncc1)Cc1ccc(Br)cc1 | 5% | 0.3% | -8% | 1.8% | 28% | 0% | 5% | . | .
Cc1cc(NC(=O)c2cnn3c(C(F)(F)F)cc(-c4ccccc4)nc23)no1 | -1% | 0.5% | 2% | -3.3% | 8% | -1% | 0% | -5.0% | -4%
COc1ccc(-n2c(SCC(=O)N/N=C/c3ccccc3OCC(=O)O)nc3ccccc3c2=O)cc1 | -8% | 2.0% | -2% | 4.3% | 4% | 5% | 2% | . | 3%

The listing continues:
SMILES | SIAH1 antagonists | RSV antiviral HEp-2 | LYP inhibition | HIV fusion peptide | Rac1 GTP hydrolysis | AID2073 | Large T inhibition | XIAP antagonists | NS5 inhibitors | others
CCOC(=O)c1[nH]c(C)c(C(=O)NCc2ccccn2)c1C | 12% | 0.7% | -4% | -0.9% | 6% | 11% | 4% | -15% | -8%
N#Cc1c(NC(=O)COC(=O)c2ccc(S(=O)(=O)N3CCCC3)cc2)sc2c1CCCCC2 | -2% | 1.4% | 0% | 3.5% | 3% | 32% | 1% | -2.7% | -2%
Cc1ccc(NC(=O)CC(C)CC(=O)NCc2ccccc2)cc1Cl (stereo not drawn) | 5% | 2.7% | -13% | 0.4% | -11% | -3% | 7% | . | -10%
COc1cc(/C=N/S(=O)(=O)CCc2ccccc2)cc(OC)c1O | -4% | 0.8% | -9% | -1.2% | 7% | -5% | 10% | -2.9% | -5%
COc1ccc(/C=N/NC(=O)c2cc(C)oc2C)cc1OCc1ccccc1 | -2% | 22% | 3% | -1.5% | 11% | 6% | 0% | . | -5%
Cc1cc(C(=O)O)n(C(C)(C)C)n1 | 16% | . | -6% | -1.3% | -2% | 0% | 3% | . | -2%
Cc1ccc(C(C(=O)NC2CCCCC2)N(C(=O)c2csnn2)C2CC2)o1 (stereo not drawn) | -3% | 0.6% | -7% | -1.7% | 9% | -2% | 7% | -11% | -2%
CCOC(=O)c1c(C)[nH]c(C)c1C(=O)COc1ncnc2ccccc12 | 2% | 2.4% | -7% | -0.1% | 4% | 17% | -10% | 1.4% | -8%
O=C(CSc1nc2c(cnn2-c2ccc(F)cc2)c(=O)[nH]1)N1CCCCC1 | 4% | 1.1% | -3% | -1.5% | 0% | 19% | 9% | -7.9% | -5%
CN(C)S(=O)(=O)N(CC(=O)N1CCN(c2ccccc2F)CC1)c1ccccc1 | -1% | 0.5% | 3% | -0.2% | 2% | -3% | 3% | -4.2% | -4%
Cc1onc(-c2c(Cl)cccc2Cl)c1/C(N)=N/OC(=O)C1CC1 | 2% | 1.1% | -6% | 0.4% | 6% | 9% | 5% | . | -4%
CC1CC(=O)NN=C1c1ccc(N(C)C)c([N+](=O)[O-])c1 (stereo not drawn) | 1% | -2.9% | 6% | -1.9% | 8% | -2% | 6% | -12% | -5%
CC(=O)NC(CC(=O)Nc1cccc(S(=O)(=O)N2CCCC2)c1)c1ccccc1 (stereo not drawn) | 10% | 1.8% | -8% | -0.4% | 6% | -2% | 9% | . | -2%
CCOc1ccc(S(=O)(=O)NCCC(=O)NCC2(N3CCCCC3)CCCCC2)cc1 | 9% | 0.1% | -11% | -1.3% | 6% | 27% | 7% | . | -4%
O=C(CSc1nnc(NC(=O)Cc2ccccc2)s1)NCc1ccco1 | 2% | -1.6% | -3% | 0.0% | 4% | 3% | 9% | -4.9% | -2%
Cc1c(NC(=O)c2cccs2)cccc1[N+](=O)[O-] | 16% | 3.2% | -5% | -2.1% | 12% | 13% | 2% | -2.9% | -6%
CCOc1ccc2nc(N3C(=O)/C(=C/c4ccccc4)NC3=S)sc2c1 | 1% | 16% | 2% | 52% | -12% | 23% | 0% | -1.7% | 8%
Cc1ccc(S(=O)(=O)Nc2nc(C)cc(NCCN)n2)cc1 | 5% | 1.4% | -11% | 1.3% | -1% | 1% | -3% | -4.4% | -4%
CCOC(=O)[C@@H]1CCN(Cc2ccccc2)C[C@H]1c1ccccc1 | 0% | 0.1% | 2% | 1.0% | . | 4% | -1% | . | .
COc1ccc(/C=N\NC(=O)c2ccc(=O)[nH]n2)cc1O | 5% | 0.4% | 1% | 2.1% | 26µM* | 1% | 14µM* | -6.1% | 1%
COc1ccc(C(=O)Nc2cc(C)nn2-c2nc3ccccc3[nH]2)c(OC)c1 | 10% | 2.1% | 0% | 1.1% | 11% | 48% | 14% | -3.5% | 2%
CCc1nc(Nc2ccccc2O)c2oc3ccccc3c2n1 | 0% | 0.6% | -11% | -3.3% | -3% | 22% | 20% | . | -2%
COc1ccc(C(=O)COC(=O)C2CCC(=O)N2)cc1 (stereo not drawn) | 18% | 3.6% | -6% | -0.9% | -28% | -2% | -4% | -6.6% | -4%
CC(C)CCC(O)(CCC(C)C)C(=O)NN1CCCCC1 | -3% | -0.7% | -7% | 0.0% | 1% | -3% | 8% | -2.4% | -7%
CCn1c(SCc2nc(-c3ccc(OC)c(OC)c3)no2)nnc1-c1cccs1 | -1% | 10% | -2% | -0.6% | 6% | -3% | 12% | -6.9% | -3%
Cc1ccc(-n2nc(C(N)=O)nc2-c2ccccc2)cc1 | 10% | -0.2% | -9% | -1.6% | 0% | 9% | 2% | . | -5%
Nc1nc(-c2ccc(Cl)cc2)nn1C(=O)c1cccs1 | 4% | -1.2% | -1% | 1.3% | 2% | 26% | 8% | -5.1% | -1%
N#C/C(=C\c1coc2ccc(O)cc2c1=O)C(=O)Nc1nc2ccccc2s1 | 16% | 2.5% | 5% | 146% | 28% | 50% | 16µM* | . | ?
CCCS(=O)(=O)N1CCN(CCCc2ccccc2)CC1 | 2% | -0.9% | -5% | -1.1% | 11% | -2% | 21% | 40% | -6%
CC(c1n[nH]c(=S)n1-c1ccccc1)N1CCCCC1 (stereo not drawn) | -6% | -2.2% | -8% | -1.4% | . | -15% | 5% | -5.9% | .
O=C(Nc1ccc(Cl)cc1)N1CCSCC1 | 8% | 1.2% | 2% | -0.1% | 9% | -7% | 2% | -0.6% | -8%
COc1ccc(CCNC(=O)C23CN(Cc4ccccc4)CC2C(c2ccc([N+](=O)[O-])cc2)=NO3)cc1 (stereo not drawn) | 3% | 5.3% | 4% | -0.2% | 13% | 2% | 10% | -6.2% | 2%
NC(=O)CC(NC(=O)Cc1ccc(Br)cc1)c1ccc(NCCN2CCOCC2)c([N+](=O)[O-])c1 (stereo not drawn) | 6% | 1.5% | -13% | -2.1% | 9% | -1% | -1% | . | -10%
CCOC(=O)N1CCC(NC(=O)CS(=O)(=O)Cc2nc(-c3cccc(Cl)c3)oc2C)CC1 | 3% | 2.3% | -14% | 0.6% | 5% | 0% | 4% | . | 4%
CC(=O)N(c1ccccc1Cl)S(=O)(=O)c1ccc(Cl)cc1 | 5% | 2.1% | -7% | -0.5% | 6% | 10% | 8% | -7.3% | -6%
CC(=O)NCC(O)c1ccc([N+](=O)[O-])cc1 (stereo not drawn) | 0% | 3.1% | -6% | 0.1% | 4% | 3% | 6% | . | 5%
COCCNC(=O)C(=O)NCC1OCCN1S(=O)(=O)c1ccc2c(c1)OCCO2 (stereo not drawn) | -6% | -0.5% | -10% | -0.3% | 10% | -1% | 17% | . | -9%

Assay outcomes: PubChem, several laboratories
